FBW7 activator: FBW7 E3 ligase activators, primary screen, biochemical, AlphaScreen, human; 650,000 compounds, 0.13% hits; AID 1259310, 2017; F-box/WD repeat-containing protein 7 (Homo sapiens), Q969H0; normalized activity (activation), % at 26.1 µM; AlphaScreen FBW7–phospho-cyclin E peptide binding, activator screen; in the data active = normalized activity above about 1.9%;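 note: purified mutant Fbw7 with reduced substrate affinity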
Target sequence (Q969H0 whole entry, looked up): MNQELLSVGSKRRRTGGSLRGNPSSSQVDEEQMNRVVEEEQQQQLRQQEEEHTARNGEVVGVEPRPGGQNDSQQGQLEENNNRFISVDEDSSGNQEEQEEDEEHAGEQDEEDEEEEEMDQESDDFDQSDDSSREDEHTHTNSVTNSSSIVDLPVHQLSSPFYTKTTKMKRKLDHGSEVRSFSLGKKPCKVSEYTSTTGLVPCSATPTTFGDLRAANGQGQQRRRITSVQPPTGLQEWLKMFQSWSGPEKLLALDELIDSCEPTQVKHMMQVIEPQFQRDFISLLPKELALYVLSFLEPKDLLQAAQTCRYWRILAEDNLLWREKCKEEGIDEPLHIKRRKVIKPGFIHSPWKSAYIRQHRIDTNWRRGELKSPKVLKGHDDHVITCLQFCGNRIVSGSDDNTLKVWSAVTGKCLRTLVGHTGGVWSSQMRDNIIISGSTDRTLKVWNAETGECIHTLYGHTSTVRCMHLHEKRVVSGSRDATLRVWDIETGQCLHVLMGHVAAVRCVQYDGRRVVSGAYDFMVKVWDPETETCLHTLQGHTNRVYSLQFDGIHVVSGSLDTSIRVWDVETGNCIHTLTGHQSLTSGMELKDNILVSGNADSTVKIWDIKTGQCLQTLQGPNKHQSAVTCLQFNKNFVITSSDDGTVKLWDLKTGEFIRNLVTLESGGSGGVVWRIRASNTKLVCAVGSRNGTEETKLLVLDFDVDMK
GPR151 ag: activators of human GPR151, primary screen, cell-based, PathHunter beta-arrestin, luminescence. G-protein coupled receptor 151 (Homo sapiens), Q8TDV0. PathHunter beta-arrestin GPR151 cells. activation, % at 11.2 µM. 650,000 compounds, 1% hits. AID 1508602, 2020; in the data active = activation above about 4.9%;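 note: 0% = median of compound wells and 100% = cells with positive control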
TEAD-YAP block: TEAD-YAP interaction inhibition, primary screen, TEAD-YAP interaction inhibitor project, luminescence, HEK-TIYL cells. inhibition, % at 9.12 µM. TEAD-Gal4/YAP UAS-luciferase luminescence. 640,000 compounds, 1.4% hits; in the data active = inhibition above about 32%;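 note: 0% = median of test compound wells and 100% = reference inhibitor wells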
MITF primary: MITF inhibitors, primary screen, biochemical, AlphaScreen, human. AlphaScreen MITF homodimerization, bead proximity signal. inhibition, % at 2.6 µM. 650,000 compounds, 0.91% hits. AID 1259374, 2018; in the data active = inhibition above about 50%;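 note: 0% = vehicle wells with protein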
* hit, by the source's call; / = not tested or not shown. This is a random part of the collection; about 3.4% have a hit in one of these screens.

mol	TEAD-YAP block	MITF primary	FBW7 activator	GPR151 ag
CC(=O)c1ccc(NC(=O)CN2CCSc3ccccc32)cc1	0	10	0.1	-0.8
COc1ccc(/C=C/C(=O)c2ccc(OC)cc2OC)cc1	-14	21	0.9	-0.6
CC(c1n[nH]c(=S)n1-c1ccccc1)N1CCCCC1 (stereo not drawn)	7	7	0.1	-1.8
Cc1ccc2nc(/C=C(\C#N)c3cn(Cc4ccc(Cl)cc4Cl)c4ccccc34)[nH]c2c1	6	0	-0.2	-1.5
Cc1ccc(C2CC(C(F)(F)F)n3ncc(C(=O)Nc4cccc(Cl)c4Cl)c3N2)cc1 (stereo not drawn)	-7	2	-0.1	1.5
CCc1cccc(C)c1NC(=O)CN(c1ccc(F)cc1)S(C)(=O)=O	0	5	0.0	1.4
O=C(Nc1cccc2ccccc12)c1cc(-c2ccc(Cl)s2)nc2ccccc12	-8	13	0.1	-0.9
CC(=O)Nc1ccccc1C(=O)C(=O)Nc1ccc(C(=O)NC2CCCCC2)cc1	-1	17	0.4	0.1
CC(C)N1CCC2(CCC(CNC(=O)c3cccc(N4CCCC4=O)c3)O2)CC1 (stereo not drawn)	-9	-7	-0.2	-0.5
COc1ccc(-c2csc3nc(C)n(N)c(=O)c23)cc1OC	-2	14	0.3	-1.1
CC(C)(C)c1ccc(C(=O)Nc2nncs2)cc1	16	-9	-0.1	-4.0
Clc1ccccc1C1=CC(c2ccco2)n2nnnc2N1 (stereo not drawn)	-3	-3	-0.2	3.0

The list continues.
mol	TEAD-YAP block	MITF primary	FBW7 activator	GPR151 ag
O=S(=O)(c1ccc(N2CCN(C/C=C/c3ccccc3)CC2)nc1)N1CCOCC1	7	11	-0.1	-2.1
CCOC(=O)c1ccc(NC(=S)NCC(C)C)cc1	-22	4	0.2	1.4
Cc1oc2ccc(OCC#N)cc2c1C(=O)OC(C)C	3	5	0.3	-0.4
COc1cc(/C=N/N2CCN(Cc3ccccc3)CC2)ccc1O	1	1	-0.1	-1.2
O=C(CN1CCN(Cc2ccccc2)CC1)NCC1COc2ccccc2O1 (stereo not drawn)	4	-8	-0.1	9.2*
COc1ccc(Cl)cc1-n1c(C)cc(/C=C2/C(=N)N3OC(C)=CC3=NC2=O)c1C	17	1	0.1	-1.2
Cc1ccc(N2CC(NC(=O)c3ccc(Br)o3)CC2=O)cc1C (stereo not drawn)	2	5	-0.1	0.9
O=C1CCCN2N=C(SCC(=O)Nc3ccc4c(c3)OCO4)SC2=N1	-12	7	0.2	0.0
CC(C)(C)c1ccc(C(=O)NNC(=O)Cc2ccc(Cl)cc2)cc1	0	0	0.0	0.2
Cn1c(=O)[nH]c(=O)c2c1nc(OC(=O)c1ccccc1)n2CC(O)COc1ccccc1 (stereo not drawn)	-2	5	0.7	0.0
CCOC(=O)c1cccc(NC(=O)CCn2c(=O)oc3ccccc32)c1	2	-4	0.0	-0.3
CC(=O)Nc1nc(C)c(-c2csc(Nc3cccc(Cl)c3C)n2)s1	3	3	0.0	0.1

Going on with the list:
mol	TEAD-YAP block	MITF primary	FBW7 activator	GPR151 ag
O=C(Nc1ccc(I)cc1)Nc1cccc(Cl)c1	-19	0	-0.1	1.2
CCCc1cc2c(=O)c(-c3cc4ccccc4o3)coc2cc1OC	-3	-5	-0.1	0.7
CCCCn1c(SCC(=O)/C(C#N)=C(\C)N)nc2cc(C(=O)OC)ccc2c1=O	5	-1	0.0	-0.8
Cc1nn(C)c(C)c1-c1nc(NC2CC2)c2ncn(C(C)C)c2n1	5	-4	0.0	-0.7
CCN1CCN(c2oc(-c3ccccc3)nc2C#N)CC1	-13	9	0.0	-0.1
CC(C)c1ccc(N(C)S(=O)(=O)c2ccc3[nH]cc(C(=O)N(CCc4ccccc4)Cc4ccccc4)c(=O)c3c2)cc1	0	-3	0.3	-0.3
CCOC(=O)c1ccc(N2N=C(C(F)(F)F)/C(=C/c3cccn3-c3ccc(S(N)(=O)=O)cc3)C2=O)cc1	-3	27	-0.4	-0.6
CC(C)(C)N1C(=O)[C@H]2[C@@H]3C(=CC[C@H]2C1=O)C(=O)[C@H]1O[C@H]1[C@H]3O	/	22	0.0	-3.3
Cc1ccc(NC(=O)CC(N)=S)c(C)c1	1	-8	-0.2	-0.6
Cc1ccc(N2CC(NC(=O)NCCCO)CC2=O)cc1 (stereo not drawn)	3	-1	0.0	0.6
CCCOc1ccc(/C=N/NC(=O)C(=O)Nc2cccc(Cl)c2)cc1OCC	-10	-3	0.0	-1.1
CCOc1ccc(/C(O)=C2/C(=O)C(=O)N(CCCN(C)C)C2c2ccc(OC)cc2)c(C)c1 (stereo not drawn)	3	7	0.6	2.8

Further results
mol	TEAD-YAP block	MITF primary	FBW7 activator	GPR151 ag
Nc1nnc(SCC(=O)Nc2nccs2)s1	1	3	0.1	-0.2
Cn1nc(C(C)(C)C)cc1C(=O)N[C@H]1C[C@H]2C(=O)N[C@@H](Cc3ccccc3)C(=O)N2C1	11	-6	0.0	-0.3
COc1cccc(CN2CCN(C(=O)c3ccco3)CC2)c1	6	55*	-0.2	-0.4
NC(=O)C1CCN(C(=O)CSCc2c(Cl)cccc2Cl)CC1	2	-11	-0.2	6.1*
O=C(Nc1ccccc1[N+](=O)[O-])c1cc(I)ccc1Cl	0	5	-0.6	0.6
CC(=O)N1c2ccc(S(=O)(=O)N3CCCC3C(=O)Nc3nc(C)cs3)cc2CC1C (stereo not drawn)	10	5	0.4	5.0*
Cc1cc(C)nc(N2CCN(c3ncnc4sc5c(c34)CCCC5)CC2)n1	-4	1	0.0	0.6
O=C(COC(=O)C12CCC(=O)N1CCS2)Nc1ccc(N=Nc2ccccc2)cc1 (stereo not drawn)	-52	8	-0.1	-1.2
CCN(CC)c1ccc(/C=N\NC(=O)c2ccccn2)c(O)c1	-16	23	-0.7	-2.2
CC1=NOC(=O)/C1=C/c1ccc(O)c(Cl)c1	-9	33	0.0	-0.9
O=C1c2ccccc2C(=O)N1CCCCN1CCN(CCCCN2C(=O)c3ccccc3C2=O)CC1	0	-6	0.2	0.4
Cc1ccc2cc(CN(Cc3cccs3)Cc3nnnn3C(C)(C)C)c3nnnn3c2c1	-7	3	0.1	1.4

More structures:
mol	TEAD-YAP block	MITF primary	FBW7 activator	GPR151 ag
CCCNC(=O)c1ccc(OCc2ccccc2)c(OC)c1	1	17	0.3	0.0
Cc1[nH]c2ccccc2c1CCNC(=O)c1ccc2nccnc2c1	-47	15	0.1	0.3
COc1ccccc1NC(=O)/C(=C/c1cccs1)NC(=O)c1cccs1	0	4	-0.1	1.9
O=C(Nc1ccc(F)cc1F)c1cc(-c2cccs2)on1	-17	0	0.1	-0.5
CC(C)(C)OC(=O)NC1CCN(C(=O)Nc2ccccc2F)CC1	1	8	-0.2	1.0
Cc1c(C(=O)N2CCN(Cc3ccc4c(c3)OCO4)CC2)sc2ncnc(N3CCN(c4ccccc4)CC3)c12	23	24	0.8	-1.4
Fc1ccc(-c2nc3ccccc3nc2-c2ccccc2)cc1	3	-4	-0.1	-1.1
CC(C)N(C)Cc1nnnn1CC(=O)N1CCC(c2nc3ccccc3o2)CC1	3	22	0.1	-0.9
COc1cc(NS(=O)(=O)c2ccc(NC(=O)c3ccc(C)o3)cc2)nc(OC)n1	8	3	-0.4	2.4
CCOC(=O)c1c(NC(=O)CSc2cc(C)c3ccccc3n2)sc2c1CCCC2	4	10	0.1	-0.3
O=C1N[C@@H](Cc2ccccc2)C(=O)N2C[C@@H](NCc3cnn(-c4cccc(Cl)c4)c3)C[C@@H]12	-3	-1	-0.2	1.9
CCOc1ccccc1NC(=O)NC1(C(=O)NCC2CCCO2)CCCCC1 (stereo not drawn)	4	1	0.7	-0.8

Entries listed so far containing a tert-butyl group, in the order listed:
mol	TEAD-YAP block	MITF primary	FBW7 activator	GPR151 ag
CC(C)(C)c1ccc(C(=O)Nc2nncs2)cc1	16	-9	-0.1	-4.0
CC(C)(C)c1ccc(C(=O)NNC(=O)Cc2ccc(Cl)cc2)cc1	0	0	0.0	0.2
CC(C)(C)N1C(=O)[C@H]2[C@@H]3C(=CC[C@H]2C1=O)C(=O)[C@H]1O[C@H]1[C@H]3O	/	22	0.0	-3.3
Cn1nc(C(C)(C)C)cc1C(=O)N[C@H]1C[C@H]2C(=O)N[C@@H](Cc3ccccc3)C(=O)N2C1	11	-6	0.0	-0.3
Cc1ccc2cc(CN(Cc3cccs3)Cc3nnnn3C(C)(C)C)c3nnnn3c2c1	-7	3	0.1	1.4
CC(C)(C)OC(=O)NC1CCN(C(=O)Nc2ccccc2F)CC1	1	8	-0.2	1.0

New compounds follow.
mol	TEAD-YAP block	MITF primary	FBW7 activator	GPR151 ag
CN(CCc1ccccn1)C(=O)CCC1CCCN(S(C)(=O)=O)C1 (stereo not drawn)	1	6	0.1	1.3
CCc1cc2c(=O)c(-c3nc4ccccc4n3C)coc2cc1OC(=O)c1ccccc1	-1	3	0.0	1.6
Cc1n[nH]c(=O)nc1NCCc1ccccc1	-2	2	0.3	-1.5
COc1ccc(-n2c(SCC(N)=O)nc3c(oc4ccccc43)c2=O)cc1	-3	0	-0.2	1.6
Cc1nnc(NC(=O)c2ccc([N+](=O)[O-])c(C)c2)s1	-9	17	0.0	1.1
COc1ccc(CCNC(=O)c2csc(NCc3ccc4c(c3)OCO4)n2)cc1	0	-1	-0.1	0.4
CCCCC(=O)Nc1ccc(C(=O)N2CCCC(C(=O)OCC)C2)cc1 (stereo not drawn)	-5	4	0.3	-2.3
CCCc1cc(=O)[nH]c2nnc(SC(C)C(=O)OC)n12 (stereo not drawn)	6	8	-0.1	4.1
C=C(C)Cn1c(SCC(=O)Nc2ccccc2)nc2c1c(=O)[nH]c(=O)n2C	-7	-12	0.1	-1.6
C=CCN(C(=O)Nc1ccc(Cl)cc1)C1CC(=O)N(c2ccc(OC)cc2)C1=O (stereo not drawn)	7	14	0.2	-1.5
N#C/C(=C(/O)COC(=O)c1ccc(I)cc1)c1nc2ccccc2[nH]1	-6	11	0.6	-2.2
CC1(C)C[C@@H]2C(=O)CC[C@H]3O[C@]3(C)CC[C@H]21	6	4	0.1	2.4

Other structures.
mol	TEAD-YAP block	MITF primary	FBW7 activator	GPR151 ag
COc1ccc(N2CCN(CCCn3c(SCc4cc(=O)n5cc(Cl)ccc5n4)nc4ccsc4c3=O)CC2)cc1	-2	7	-0.1	-0.6
O=C(Cn1cnc2sc3c(c2c1=O)CCCC3)NCC(=O)N1CCN(c2ccccc2)CC1	4	-6	-0.1	0.0
COc1cc(C(=O)Nc2cccc(-c3nncn3C)c2)cc(OC)c1OC	-2	17	0.1	0.1
CCCS(=O)(=O)Nc1cccc(S(N)(=O)=O)c1	-3	2	0.2	0.1
COCCNc1nc(Nc2ccccc2)c2cnn(C)c2n1	2	-2	-0.1	0.3
Cc1cccc2cc(CN(CCCO)C(=O)Nc3ccc(Cl)cc3)c(=O)[nH]c12	-2	14	0.0	1.3
Cc1cccc(C(=O)NCc2nnc(SCC(=O)N3N=C(c4ccc(Br)cc4)CC3c3ccc(F)cc3)n2C)c1 (stereo not drawn)	4	-10	-0.1	3.1
C=CCN(CC=C)S(=O)(=O)c1ccc(C(=O)Nc2sc3c(c2C(=O)OC)CCN(CC)C3)cc1	-15	-8	0.0	3.0
CSC1=C(C#N)C(C)C2=C(CC(C)(C)CC2=O)N1 (stereo not drawn)	14	13	0.3	0.5
Cc1ccc(SCCCC(=O)Nc2nc(-c3ccccn3)cs2)cc1	26	2	-1.2	2.3
CN(C(=O)Cn1ncc2c1-c1ccccc1OC2)c1ccc(F)cc1	5	5	0.0	-2.1
O=S(=O)(c1cccc2ccccc12)N1CCN(c2ccc(F)cc2)CC1	-5	0	0.1	19*

(more compounds)
mol	TEAD-YAP block	MITF primary	FBW7 activator	GPR151 ag
O=C(Cc1cccc(F)c1)NCc1nnc2n1CCN(Cc1ccc3c(c1)CCO3)CC2	3	-12	-0.1	-1.3
Brc1cccc(CSc2nn3c(SCc4cccc(Br)c4)nnc3s2)c1	12	0	0.5	-0.2
Cc1ccc(NC(=O)c2cc3n(n2)C(C(F)(F)F)CC(c2ccc(Cl)cc2)N3)cc1Cl (stereo not drawn)	14	4	-0.4	-0.4
O=C(CSc1nc2ccccc2c2nc(-c3cccc([N+](=O)[O-])c3)nn12)c1ccccc1	2	18	0.1	-1.3
Cc1ccc(C2C(C(=O)c3ccc(C)o3)=C(O)C(=O)N2Cc2cccnc2)cc1 (stereo not drawn)	5	11	0.6	-1.0
O=C(Cn1ncc2ccsc2c1=O)NC1CC1	-1	10	0.8	-1.1
Cc1ccc(CN2CCN3C(=O)[C@H](CC(C)C)N(C)C(=O)[C@H]3C2)cc1F	7	2	-0.1	0.1
O=C(O)/C=C/c1cccc(-c2cncc(N3CCCC3CO)n2)c1 (stereo not drawn)	6	22	0.2	-1.2
O=c1c2ccccc2nc(/C=C/c2cccc(C(F)(F)F)c2)n1-c1ccc(F)c(Cl)c1	-12	3	0.0	-1.5
COc1cc(OC)c(S(=O)(=O)N2CCOCC2)cc1NC(C)=O	4	-1	0.0	0.3
O=C(O)c1c(CNCCc2ccco2)c2ccccc2n1Cc1cccc(F)c1	4	0	0.0	-0.3
